From PubChem
Bfl-1 inhibitors – displacement of Bid BH3 peptide from Bfl-1 – biochemical, fluorescence polarization, FITC-Bid, mouse, primary screen (AID 432) | hit rate 0.02% among 64,000 | FITC-Bid BH3 peptide fluorescence polarization displacement; higher % means a stronger effect | one-dose displacement, % at 20 µM; IC50 in µM for titrated hits; in the data active means a potency from the dose series; inactive means the rest, 99 in 100 with displacement below about 15%; further: strong numbers were not always called active
Alkaline phosphatase – inhibition of tissue-nonspecific alkaline phosphatase – biochemical, luminescent (AID 518); purified TNAP enzyme, luminescent substrate readout; higher % means a stronger effect; one-dose inhibition, % at 20 µM; IC50 in µM for titrated hits; hit rate 0.09% among 64,000; in the data active means a potency from the dose series; inactive means the rest, 99 in 100 with inhibition below about 22%;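 further: plate controls were vehicle for no effect and reference inhibitor for full effect; many of its hits are not listed in these tables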
Spn PMK inh – inhibitors of Streptococcus pneumoniae phosphomevalonate kinase. purified PMK, PK/LDH-coupled NADH absorbance 340 nm. inhibition, % at 10 µM. hit rate 0.49% among 65,000;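 active means top-ranked compounds by inhibition in the single 10 µM screen, taking a fixed number of the strongest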;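 further: 0% = full reaction with DMSO carrier and 100% = background rate without enzyme reaction; no value below 0 was filed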
HPDE-C7 viability – cytotoxicity in HPDE-C7 cells, cell-based, fluorescence, HTS (AID 430) | hit rate 1.8% among 63,000 | HPDE-C7 pancreatic duct cells viability, fluorescence; higher % means a stronger effect | one-dose cytotoxicity, % at 10 µM; EC50 in µM for titrated hits;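 further: cells exposed to compound for 48 hours before viability readout; 0% = vehicle and 100% = reference cytotoxic drug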
HT1080 cytotoxicity – HT1080 cell viability loss – fluorescence readout (AID 620); HT1080 viability, fluorescence; higher % means a stronger effect; one-dose cytotoxicity, % at 10 µM; EC50 in µM for titrated hits; hit rate 0.42% among 87,000;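 further: cells exposed to compound overnight then 4 h with Alamar Blue; 0% = vehicle DMSO and 100% = killing control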
DPM-DC inhibit – S. pneumoniae DPM-DC inhibition | purified DPM-DC, PK/LDH coupled NADH fluorescence | calls only at 10 µM | hit rate 0.49% among 65,000 | AID 556;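 active means the 320 compounds with the highest percent inhibition in the single-dose primary screen, excluding strongly autofluorescent ones, cut at about 32% in these data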;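 further: kinetic rate of NADH fluorescence loss reporting ADP formed by the decarboxylase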
MK inhibit – blocks S. pneumoniae mevalonate kinase; purified MK, PK/LDH-coupled NADH absorbance 340 nm; inhibition, % at 10 µM; hit rate 0.48% among 65,000; AID 555;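 active means ranked among the strongest by inhibition in the single 10 µM screen, a fixed top-ranked set picked for dose follow-up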; further: no value below 0 was filed
HPDE-C7K KRASV12 – viability loss of HPDE-C7K cells – cell-based, fluorescence, HTS, primary screen (AID 431) | HPDE-C7K KRASV12 cells, Alamar Blue viability, 48 h; higher % means a stronger effect | cytotoxicity, % at 10 µM; hits with a dose series show EC50 in µM | hit rate 1.7% among 63,000;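 active means compounds whose percent cytotoxicity in the single-dose primary screen, scaled between solvent and toxic-drug controls, exceeds 50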;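 further: 0% = DMSO solvent wells and 100% = doxorubicin-treated wells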
LYP inhibition – inhibition of human PTPN22 tyrosine phosphatase – biochemical, DiFMUP fluorescence, recombinant catalytic domain, 10 µM, primary screen (AID 606); recombinant LYP catalytic domain, DiFMUP fluorescence; higher % means a stronger effect; inhibition, % at 10 µM, or IC50 in µM where a hit was titrated; 52,000 tested, under 10 active;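 active means IC50 under 40 µM in the dose-response test; inactive means IC50 of 40 µM or more, or never dose-tested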
Spn PMK inh pilot replicates – also measured in Spn PMK inh; calls as there; inhibition, %; measured here: pilot screen replicates
MK inhibit pilot replicates – also measured in MK inhibit; calls as there; inhibition, %; measured here: pilot screen replicates
DPM-DC inhibit pilot screen % – further read-out of DPM-DC inhibit, marked with its call; inhibition, %; measured here: pilot screen trials
* marks the source's active call; other numbers are inactive results; i = inactive; x = no result given. Unless noted, no stated cut-off is given here; in the data, active means cytotoxicity above about 50%; inactive means the rest.

SMILES | Bfl-1 inhibitors | Alkaline phosphatase | Spn PMK inh | HPDE-C7 viability | HT1080 cytotoxicity | DPM-DC inhibit | MK inhibit | HPDE-C7K KRASV12 | LYP inhibition | others
COc1cccc(NC(=O)c2ocnc2C)c1 | -4% | 12% | 11 | -18% | -4% | i | 4 | -5% | x
Cc1ccc2nsnc2c1S(=O)(=O)N1CCN(C(=O)C2CCCO2)CC1 (configuration not stated) | -3% | -1% | 4 | -12% | -4% | i | 0 | -16% | 13%
CCOC(=O)NC(=O)CSc1ccccn1 | -1% | 0% | 1 | -5% | 2% | i | 7 | 7% | -13%
CN(C)c1nc(N)nc(-c2cccnc2)n1 | -5% | 8% | 7 | 0% | -5% | i | 8 | -15% | 17%
O=C(CCNc1ccc(Cl)c(C(F)(F)F)c1)c1ccco1 | 6% | 12% | 0 | 3% | 7% | i | 3 | 5% | -1%
Cc1c(C(=O)O)oc2ccc(S(=O)(=O)NCc3ccccc3)cc12 | 2% | 10% | 11 | -16% | 1% | i | 0 | -10% | 7% | Spn PMK inh pilot replicates=0.0;MK inhibit pilot replicates=3.0;DPM-DC inhibit pilot screen %=1.0
Cc1nc2sc(C(c3ccco3)N3CCC(C)CC3)c(O)n2n1 (configuration not stated) | -1% | 3% | 1 | -1% | 4% | i | 0 | -9% | 7%
O=C(O)c1cc(NCc2c(F)cccc2Cl)ccc1N1CCOCC1 | -1% | -1% | 4 | -4% | -5% | i | 5 | -14% | 15%
Cc1cc(NC(=O)c2cnn3c(C(F)F)cc(-c4ccccc4)nc23)no1 | 3% | 22% | 0 | -6% | 5% | i | 0 | -4% | 9%
N/C(CCCN1CCCCC1)=N/O | -1% | 1% | 10 | -17% | -7% | i | x | -13% | 13%
Cc1ccc(C2C(C#N)=C(N)Oc3nc(-c4ccccc4)[nH]c32)o1 (configuration not stated) | -7% | 16% | 10 | -2% | -6% | i | 6 | 1% | 12%
CCCn1cc(SCC(=O)Nc2nnc(C)s2)c2ccccc21 | 2% | 10% | 0 | -5% | 4% | i | 2 | 1% | -4%
C=CCNc1nc(-c2c(C)nc3sccn23)cs1 | -7% | -1% | 0 | 8% | 2% | i | 0 | 2% | 10%
CCOC(=O)Cc1nnc(NC(=O)CC)s1 | 2% | -2% | 9 | -18% | 14% | i | 3 | -12% | x
O=C(CCn1cccc1)NC1CCCc2ccccc21 (configuration not stated) | 2% | 3% | 8 | -14% | -6% | i | 2 | -3% | -4%
CC(C)(CC(=O)O)Cc1nc(-c2ccc(Cl)cc2)no1 | -2% | 4% | 0 | -16% | -4% | i | 9 | -2% | 14%
O=C(/C=C\Nc1ccc2c(c1)OCO2)c1ccccn1 | 2% | 9% | 0 | 10% | x | i | 7 | 15% | 2%
COC(=O)C1C(=O)NC(SC)=C(C#N)C1c1ccccc1 (configuration not stated) | -4% | 2% | 0 | 6% | -6% | i | 7 | 2% | 8%
CCOC(=O)C1CSC(CC(=O)Nc2ccc(Cl)cc2)C(=O)N1 (configuration not stated) | 2% | 9% | 20 | -12% | 14% | i | 9 | -6% | x | Spn PMK inh pilot replicates=0.0;MK inhibit pilot replicates=0.0;DPM-DC inhibit pilot screen %=0.0
Cc1ccc(S(=O)(=O)NCCCNC(=O)c2ccccc2)cc1 | -4% | -2% | 6 | 5% | -6% | i | 12 | 10% | -4%
Cn1cccc1Cc1nnc(SCC(=O)Nc2cccc(F)c2)n1CCc1ccccc1 | 0% | -3% | 0 | -17% | -10% | i | 7 | -4% | -2%
COc1ccc(S(=O)(=O)N(C)CC(=O)N2CCC(C(N)=O)CC2)cc1 | -3% | 0% | 6 | -2% | 4% | i | 10 | -9% | -12%
COCc1nc2ccccc2n1Cc1ccccc1Br | -8% | 8% | 17 | -18% | -14% | i | 2 | 4% | -6%
O=C(O)CCSc1nnnn1-c1ccccc1 | 2% | 9% | 16 | -15% | -4% | i | 5 | -13% | 9%
COc1cc(S(=O)(=O)Nc2ncccc2C)c(OC)cc1Cl | -3% | 8% | 0 | 0% | 7% | i | 2 | 5% | 3%
N#Cc1c(NC(=O)c2cc(C3CC3)on2)sc2c1CCC2 | -2% | 7% | 7 | 65%* | -7% | i | 0 | 32% | 10%
O=C1CC(SCc2nc3ccccc3[nH]2)C(=O)N1c1cccc(F)c1 (configuration not stated) | 6% | 3% | 0 | -2% | 11% | i | 9 | -1% | -5%
COc1cc(S(=O)(=O)Nc2cccnc2)ccc1F | -7% | 18% | 6 | -4% | -3% | i | 13 | -12% | 11%
S=C(c1ccc(-c2ccccc2Cl)o1)N1CCOCC1 | -2% | 11% | 0 | -4% | 5% | i | 4 | -13% | 5%
COc1ccc(C(=O)CSc2nccc(=O)[nH]2)cc1 | -5% | 3% | 8 | 6% | -2% | i | 0 | -10% | -9%
CCCCCCC(C)n1[nH]c(=O)c2c(C)cc(=O)[nH]c21 (configuration not stated) | 0% | 28% | 12 | 0% | -5% | i | 9 | 8% | -1% | Spn PMK inh pilot replicates=0.5;MK inhibit pilot replicates=17;DPM-DC inhibit pilot screen %=0.0
CCOC(=O)c1c(P(=O)(N2CCOCC2)N2CCOCC2)noc1N | 2% | 8% | 9 | -4% | -14% | i | 5 | -3% | x
CCOc1ccc(C(=O)Nc2c3c(nn2-c2cccc(Cl)c2)CS(=O)C3)cc1 (configuration not stated) | x | x | 12 | x | -5% | i | 11 | x | 16%
O=C(c1ccccc1F)N1CCN(S(=O)(=O)c2ccc(S(=O)(=O)N3CCCCC3)cc2)CC1 | 8% | -1% | 14 | -3% | -3% | i | 7 | -2% | 1%
CCOc1ccc(CCNS(=O)(=O)c2cnc[nH]2)cc1OCC | 2% | 17% | 3 | 7% | -5% | i | 4 | 0% | x
CN(C)S(=O)(=O)c1cccc(C(=O)NCCc2ccccc2)c1 | -1% | 2% | 2 | -25% | 6% | i | 4 | -27% | -10%
CCOC(=O)Cc1csc(NC(=O)COc2ccccc2OC)n1 | 3% | 0% | 0 | -12% | x | i | 6 | -18% | -17%
O=C(COC(=O)c1ccc(S(=O)(=O)NCc2ccco2)cc1)Nc1ccccc1OC(F)F | -5% | 1% | 0 | x | -5% | i | 9 | x | 16%
COc1cc2c(=O)n(Cc3ccco3)c(=O)n(CC(=O)c3cccc(Br)c3)c2cc1OC | -6% | 6% | 15 | 55%* | x | i | 6 | 50%* | x
CCc1nnc(NC(=O)CSc2nnc(Cc3cccn3C)n2C)s1 | -1% | 3% | 28* | 0% | -5% | i | 9 | 4% | 9%
CC(=O)N(C)c1ccc(NS(=O)(=O)Cc2ccccc2)cc1 | -1% | 7% | 0 | -10% | -4% | i | 3 | -10% | 4%
CC1(C)NC(=O)N(CCCSc2ccc(Cl)cc2)C1=O | -3% | 2% | 2 | -3% | 2% | i | 26 | -7% | 18%
O=C(CP(=O)(c1ccccc1)c1ccccc1)Nn1cnnc1 | -14% | -6% | 0 | -12% | x | i | 7 | -10% | -8%
N#Cc1c(NC(=O)CSc2ncnc3sccc23)oc(-c2ccco2)c1-c1ccco1 | -7% | 15% | 5 | 17% | 0% | i | 7 | 22% | -34%
COC(=O)C1Cc2c([nH]c3ccccc23)C(C)N1 (configuration not stated) | 3% | 5% | 6 | 2% | -1% | i | 6 | 8% | 2%

The list goes on (3 carried over from the part before).
SMILES | Bfl-1 inhibitors | Alkaline phosphatase | Spn PMK inh | HPDE-C7 viability | HT1080 cytotoxicity | DPM-DC inhibit | MK inhibit | HPDE-C7K KRASV12 | LYP inhibition | others
O=C(CP(=O)(c1ccccc1)c1ccccc1)Nn1cnnc1 | -14% | -6% | 0 | -12% | x | i | 7 | -10% | -8%
N#Cc1c(NC(=O)CSc2ncnc3sccc23)oc(-c2ccco2)c1-c1ccco1 | -7% | 15% | 5 | 17% | 0% | i | 7 | 22% | -34%
COC(=O)C1Cc2c([nH]c3ccccc23)C(C)N1 (configuration not stated) | 3% | 5% | 6 | 2% | -1% | i | 6 | 8% | 2%
Cc1ccc(CN2CCSc3ccc(C(=O)N4CCN(c5ncccn5)CC4)cc32)cc1 | -12% | 1% | 3 | 18% | -5% | x | 2 | 9% | x
CCN(CC)C(=O)CSc1nnc(-c2cnccn2)n1-c1ccc(C)cc1 | -3% | 9% | 6 | -12% | -5% | i | 6 | -23% | 6%
C=CCN1CN(S(=O)(=O)c2cccs2)c2nc3ccccc3nc21 | -6% | 12% | 9 | -9% | 13% | i | 8 | 12% | x
O=C(NCc1ccc2c(c1)OCO2)c1c(F)c(F)c(F)c(F)c1F | -5% | -6% | 1 | 3% | 8% | i | 0 | 4% | -10%
COc1ccccc1CN1C(=O)c2ccncc2C1=O | 6% | 10% | 12 | 9% | -1% | i | 0 | 3% | 0%
CCOC(=O)Cc1csc(NC(=O)CN(C)S(=O)(=O)c2ccc3c(c2)CCC(=O)N3)n1 | -9% | 14% | 0 | -6% | -2% | i | 2 | -3% | x | Spn PMK inh pilot replicates=1.5;MK inhibit pilot replicates=0.0;DPM-DC inhibit pilot screen %=0.0
O=C(Nc1ccc(F)cc1)c1cc(S(=O)(=O)N2CCCCC2)cs1 | -3% | 9% | 0 | 8% | x | i | 6 | -9% | 0%
O=C(CN1C(=O)c2ccccc2C1=O)NCc1ccccn1 | 7% | 6% | 0 | -2% | 2% | i | 0 | 10% | -8%
COc1cccc2cc(C(=O)N(C)C3CCN(C)CC3)c(=O)oc12 | -2% | 1% | 9 | 5% | -4% | i | 2 | 6% | -9%
O=C(Cn1nnc(-c2ccc(Cl)cc2)n1)NC1CCN(Cc2ccccc2)CC1 | 0% | -1% | 12 | -8% | 4% | i | 0 | -17% | 6%
CCn1c(SCC(=O)c2ccccc2)nc2c(c1=O)SC(C)C2 (configuration not stated) | x | x | 12 | x | 2% | i | 40* | x | 17%
Cc1cc(NC(=O)Cc2cccs2)nn1CC(=O)NCc1ccco1 | -7% | 8% | 2 | -4% | -6% | i | 8 | -11% | 4%
COc1ccc(C)cc1S(=O)(=O)N(C)CC(N)=O | -4% | 16% | 8 | 4% | 4% | i | 9 | -7% | 11%
CC(=O)Nc1nc(C)nc(-c2ccccc2)c1C(C)=O | 1% | 1% | 0 | -2% | -2% | i | 3 | -7% | 7%
COc1ccc(N2CCN(S(=O)(=O)c3ccc(C(=O)NC4CCCC4)cc3)CC2)cc1 | -7% | 1% | 5 | -14% | 1% | i | 7 | 4% | 8%
CCOC(=O)c1sc2c(c1C)C(c1cccs1)C1=C(CCCC1=O)N2 (configuration not stated) | -5% | 11% | 14 | 0% | -4% | x | 1 | 5% | 11%
COc1cccc(N2CCN(c3ncnc4c3cnn4-c3ccc(C)cc3C)CC2)c1 | -8% | 1% | 16 | 3.8µM* | -10% | i | 2 | 3.2µM* | 16%

Arranged by SMILES length (low to high): some entries from above
SMILES | Bfl-1 inhibitors | Alkaline phosphatase | Spn PMK inh | HPDE-C7 viability | HT1080 cytotoxicity | DPM-DC inhibit | MK inhibit | HPDE-C7K KRASV12 | LYP inhibition | others
CN(C)c1nc(N)nc(-c2cccnc2)n1 | -5% | 8% | 7 | 0% | -5% | i | 8 | -15% | 17%
CCN(CC)C(=O)CSc1nnc(-c2cnccn2)n1-c1ccc(C)cc1 | -3% | 9% | 6 | -12% | -5% | i | 6 | -23% | 6%
N#Cc1c(NC(=O)CSc2ncnc3sccc23)oc(-c2ccco2)c1-c1ccco1 | -7% | 15% | 5 | 17% | 0% | i | 7 | 22% | -34%
